B2AR arrestin – qHTS assay of beta-arrestin-biased ligands of beta2-adrenergic receptor | Beta-2 adrenergic receptor (Homo sapiens), P07550 | actives 0.02% (n = 330,000) | beta-arrestin recruitment to beta2AR, cell-based reporter | Potency, µM (series often up to 46.1 µM), for inactives: at the top dose activation, actives largely listed as activators;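 note: potency is the fitted concentration of half-maximal effect; 0% = DMSO controls and full agonism = EC100 isoproterenol or metaproterenol; nearly all actives have a fitted effect of over 65% in size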
GALK inhibitor – qHTS Assay for Inhibitors of Human Galactokinase (GALK) | AID 1868, 2009 | actives 0.007% (n = 270,000) | Potency, µM (series often up to 57.5 µM), inactives show at the highest dose activity change, negative = inhibition, usual class: inhibitors | P51570 | Purified GALK, Kinase-Glo residual ATP luminescence; note: potency is the fitted concentration of half-maximal effect; % is set by controls: 0 for no effect and ±100 for the full control effect
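Kinase-Glo Plus luminescence measured ATP left after a 1 h room-temperature reaction. The reaction used 5 nM GALK, 100 uM galactose and 35 uM ATP at pH 8.0 (20 mM HEPES, 5 mM MgCl2, 60 mM NaCl, 1 mM DTT, 0.01% BSA).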
KCNH2 3.1 block – qHTS for Inhibitors of KCHN2 3.1: Mutant qHTS. Potassium voltage-gated channel subfamily H member 2, brain isoform KCNH2 3.1 (human). U2OS KCNH2 3.1, thallium flux FluxOr; hits give low values. activity change, % (tested at about 1.8 µM). actives 0.95% (n = 340,000);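 active = maximum activity change below -70%; inconclusive = maximum activity change from -70% to -50%; inactive = maximum activity change above -50%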;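 note: thallium influx rate constant from kinetic fluorescence after stimulation buffer; % is set by controls: 0 for no effect and ±100 for the full control effect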
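Kinetic fluorescence (2 min after stimulation buffer) measures Tl+ influx through KCNH2 3.1 expressed by viral transduction in U2OS cells; the rate constant is normalized against DMSO controls serving as positive and negative references.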
hERG WT inh – qHTS for Inhibitors of KCHN2 3.1: Wildtype qHTS | Voltage-gated inwardly rectifying potassium channel KCNH2 (Homo sapiens), Q12809 | U2OS, BacMam KCNH2, thallium flux FluxOr; hits give low values | activity change, % at 1.84 µM | actives 0.37% (n = 340,000) | AID 720551, 2013;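 active = maximum activity change below -70%; inconclusive = maximum activity change between -70% and -50%; inactive = maximum activity change above -50%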; note: % is set by controls: 0 for no effect and ±100 for the full control effect
Target sequence (Q12809 whole entry, looked up): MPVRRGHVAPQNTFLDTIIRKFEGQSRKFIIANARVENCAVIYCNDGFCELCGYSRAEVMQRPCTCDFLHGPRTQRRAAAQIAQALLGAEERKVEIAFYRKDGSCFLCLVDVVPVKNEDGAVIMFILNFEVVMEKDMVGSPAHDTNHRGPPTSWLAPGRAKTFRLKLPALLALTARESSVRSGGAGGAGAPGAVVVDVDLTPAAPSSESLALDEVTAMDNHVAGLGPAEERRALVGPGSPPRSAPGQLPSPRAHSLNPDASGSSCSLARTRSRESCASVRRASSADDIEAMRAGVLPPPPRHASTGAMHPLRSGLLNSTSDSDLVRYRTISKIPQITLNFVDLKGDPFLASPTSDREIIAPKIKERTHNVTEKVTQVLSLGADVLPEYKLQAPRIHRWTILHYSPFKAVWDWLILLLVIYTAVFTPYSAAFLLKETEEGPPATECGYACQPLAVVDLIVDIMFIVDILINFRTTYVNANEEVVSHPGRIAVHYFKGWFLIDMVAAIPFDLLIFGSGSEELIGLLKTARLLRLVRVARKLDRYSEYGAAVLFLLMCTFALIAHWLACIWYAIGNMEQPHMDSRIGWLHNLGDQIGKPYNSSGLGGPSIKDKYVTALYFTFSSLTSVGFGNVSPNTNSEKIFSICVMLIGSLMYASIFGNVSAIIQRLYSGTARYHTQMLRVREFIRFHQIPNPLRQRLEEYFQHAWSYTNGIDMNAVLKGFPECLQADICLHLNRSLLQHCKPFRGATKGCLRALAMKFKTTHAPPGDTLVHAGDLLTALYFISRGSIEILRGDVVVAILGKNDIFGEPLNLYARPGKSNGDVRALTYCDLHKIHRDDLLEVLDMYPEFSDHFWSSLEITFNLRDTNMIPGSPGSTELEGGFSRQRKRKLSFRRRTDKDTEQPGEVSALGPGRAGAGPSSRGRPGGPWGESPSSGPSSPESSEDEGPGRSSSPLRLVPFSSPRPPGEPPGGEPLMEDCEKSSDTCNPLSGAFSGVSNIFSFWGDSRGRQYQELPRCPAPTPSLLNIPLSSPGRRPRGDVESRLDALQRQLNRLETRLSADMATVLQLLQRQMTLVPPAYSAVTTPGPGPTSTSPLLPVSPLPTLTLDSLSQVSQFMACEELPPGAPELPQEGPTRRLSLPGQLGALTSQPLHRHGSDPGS
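U2OS cells transduced with wild-type KCNH2 virus are loaded with FluxOr dye for 45 min, and thallium flux is measured in kinetic reads before and after stimulation buffer. Rate constants are normalized to DMSO controls.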
FBPA coupling cs – qHTS Assay for Inhibitors of Fructose-1,6-bisphosphate Aldolase from Giardia Lamblia: Coupling assay counterscreen. coupling enzyme system counterscreen, AmpLite Red fluorescence. activity change, negative = inhibition, % at 58.2 µM, hits read low. actives 0.67% (n = 290,000); in the data active = activity change below about -30%; note: % is set by controls: 0 for no effect and ±100 for the full control effect
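Activity here indicates interference with the coupling reaction, not aldolase inhibition. Compounds at 57.5 uM final met coupling enzymes for 10 min at RT; substrate and AmpLite Red detection followed, with a 525/598 nm fluorescence read after 20 min.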
CXXC DNA block – qHTS Fluorescence Polarization Assay for Inhibitors of MLL CXXC domain - DNA interaction; Potency, µM (doses to about 115 µM), for the others: top-dose activity change, negative = inhibition, most hits filed as inhibitors; AID 2662, 2010; actives 0.037% (n = 290,000); Histone-lysine N-methyltransferase 2A (Homo sapiens), Q03164; MLL-CXXC / FITC-HOXA9 DNA fluorescence polarization; active = well fitted inhibition curve with a large enough effect in the polarisation, with a control signal flat, not every such curve was filed as active; inconclusive = small, poorly fitted or top-dose-only effect, or effect the other way, or a change in a side signal; inactive = no such curve, though single readings can be large or run the other way; the % refers to the polarisation; note: potency is the fitted concentration of half-maximal effect
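Fluorescence polarization: 7 uM MLL-CXXC (stock) preincubated 5 min with compounds, then 50 nM fluorescein-HOX-A9 DNA (stock) added; 30 min ambient. Buffer 50 mM Tris-HCl pH 7.5, 50 mM NaCl, 1 mM DTT, 0.05% BSA.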
PKM2 activator – qHTS Assay for Activators of Human Muscle isoform 2 Pyruvate Kinase; Pyruvate kinase PKM (Homo sapiens), P14618; purified PKM2, Kinase-Glo ATP luminescence, activation; response scale: 0% is enzyme alone, no compound; Potency, µM (series often up to 57.5 µM), without a hit: top-dose activation, actives largely listed as activators; actives 0.34% (n = 260,000); AID 1631, 2009; note: potency is the fitted concentration of half-maximal effect; % is set by controls: 0 for no effect and ±100 for the full control effect; nearly all actives have a fitted effect of over 55% in size
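hPK-M2, >95% pure; 0.1 mM ADP / 0.5 mM PEP final; imidazole pH7.2 buffer w/ 7 mM MgCl2, 50 mM KCl; 1 h RT; Kinase-Glo lum. Intermediate enzyme activity for dual inhibitor/activator qHTS.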
Giardia killer – Small Molecules that selectively kill Giardia lamblia: qHTS; Giardia lamblia trophozoite viability; activity change, % at 7.66 µM, hits read low; actives 0.15% (n = 340,000); AID 540267, 2011; in the data active = activity change below about -80%; inconclusive = between about -30% and that limit;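 note: parasites exposed to compound for two days anaerobically before the ATP read; % is set by controls: 0 for no effect and ±100 for the full control effect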
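Compounds were tested on trophozoites seeded at 100 cells/well and held 48 hrs at 37 deg C anaerobically. An ATP-based luminescent kit measured the remaining live cells.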
USP2a inh – qHTS Assay for Inhibitors of Ubiquitin-specific Protease USP2a Using CHOP2 as the Reporter. USP2 core, Ub-CHOP2 coupled fluorogenic reporter, 485/531. Potency, µM (titrated, usually from 38.3 µM), for inactives: at the top dose activity change, negative = inhibition, most hits filed as inhibitors. actives 0.01% (n = 330,000). AID 463254, 2010;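 note: potency is the fitted concentration of half-maximal effect; plate controls were DMSO wells for no effect and full inhibition by NEM control for full effect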
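Cell-free coupled assay: 10nM USP2 core preincubated 30min RT with compound in Tris-HCl pH 8.0/CaCl2/CHAPS buffer, then 25nM Ub-CHOP2 and 25nM reporter substrate; fluorescence (Ex 485/Em 531) read after 60min RT, normalized to NEM inhibition, concentration-response curves fitted.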
TRPV1 agonist – HTS Assay for Compounds that Act as Agonists of the Vanilloid Receptor 1; Transient receptor potential cation channel subfamily V member 1 (Homo sapiens), Q8NER1; TRPV1-expressing cells, Fluo-8 calcium influx, agonist mode; activation, % at 8.33 µM; actives 0.19% (n = 320,000); in the data active = activation above about 80%; inconclusive = between about 30% and that limit; note: 0% is about no effect
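Fluo-8 calcium influx in TRPV1-expressing cells, kinetic read (ex 480/em 520 nm). Compound added and read 3 min for agonist activity, followed by capsaicin at EC20 final and 2 min further read for enhancement.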
Menin MLL FP TR – qHTS Assay for Inhibitors Targeting the Menin-MLL Interaction in MLL Related Leukemias: Competition With Texas Red Labeled MLL-derived Mutant Peptide | Potency, µM (top dose mostly 61.6 µM), for inactives: at the highest dose FP activity change, negative = inhibition, usual class: inhibitors | actives 0.23% (n = 270,000) | Menin + Texas Red MLL mutant peptide, fluorescence polarization; active = well fitted inhibition curve with a large enough effect in the polarisation, with a control signal flat, not every such curve was filed as active; inconclusive = small, poorly fitted or top-dose-only effect, or effect the other way, or a change in a side signal; inactive = no such curve, though single readings can be large or run the other way; the % refers to the polarisation; note: potency is the fitted concentration of half-maximal effect; % of control where 0% means no effect; many of its hits are not listed in these tables
Starred values were filed as active, the others as inactive; i = inactive; ? = inconclusive; nt = not tested or not shown; & = joins results of further samples; [ ] = dose if it differs, or a comment. Unless noted, calls come from the whole dose curve; as a rule, active = well fitted curve in the direction sought with a large enough effect; inconclusive = small, poorly fitted or top-dose-only effect, or another doubt; inactive = no such curve, though single readings can be large; an effect the other way counts as inactive or inconclusive. The list is partial; the hit share may differ from the screen's.

Structure,PKM2 activator,TRPV1 agonist,Giardia killer,B2AR arrestin,Menin MLL FP TR,GALK inhibitor,FBPA coupling cs,CXXC DNA block,KCNH2 3.1 block,hERG WT inh,USP2a inh
CCN(CC)c1ccc(/C=N/NC(=O)Cc2ccc(OC)c(OC)c2)cc1,3%,23,-8,-0.5%,nt,-2%,1,5%,3,-14,3%
CC(=O)c1cccc(NC(=O)c2c(F)c(F)c(F)c(F)c2F)c1,5%,-3,-3,-0.8%,5%,6%,4,-12%,-9,4,-1%
C/C=C\C=C/C(=O)Nc1cccc(C2=NOC3(C2)C[C@H](C(N)=O)N(C(=O)Cc2ccc([N+](=O)[O-])cc2)C3)c1 (stereo not given in full),?,0,9,-0.4%,nt,2%,0,6%,-6,-5,-3%
Oc1ccc(N=Cc2c(O)ccc3ccccc23)cc1,23%,20,-9,-0.4%,?,10%,-6,?,-18,3,0%
CCSc1nc(C)nc2sc(C)c(C)c12,11%,2,40[activator],-0.4%,nt,-2%,2,-4%,22,1,7%
CCCCNC(=O)CCC(=O)Nc1ccc2nc(N3CCCCC3)cc(C)c2c1,2%,-1,-16,-1.1%,-10%,6%,-2,1%,-27,1,1%
COc1cccc(CN2C(=NC(=O)C3CC3)SC3CS(=O)(=O)CC32)c1 (stereo not given),nt,-1,1,0.1%,nt,1%,nt,2%,-2,-22,0%
Cc1oc(-c2cccc(C(F)(F)F)c2)nc1CN1CCN(c2ccccn2)CC1,-2%,5,6,-1.2%,-12%,-3%,-1,-8%,10,-3,3%
CCOC(=O)C(=O)Nc1ccc(S(=O)(=O)N2CCOCC2)cc1OC,1%,-3,0,0.1%,-5%,1%,2,1%,9,21,4%
CCc1ccc(NC(=O)CSc2nnc(Cc3cccn3C)n2-c2ccc(OC)cc2)cc1,6%,-4,-17,0.0%,1%,-4%,6,23%,-6,-8,-1%
CCOC(=O)c1cc(CC)sc1NC(=O)c1cc(OCC)c(OCC)c(OCC)c1,1%,3,-7,-0.3%,-10%,-3%,nt,1%,3,0,1%
O=C(CS(=O)(=O)c1ccc(F)cc1)Nc1nnc(-c2cccs2)o1,nt,1,-8,0.5%,nt,nt,nt,nt,15,-3,3%
N#CC1CN(C(c2ccccc2)c2ccccc2)C1,-17%,3,4,0.0%,6%,8%,1,-2%,nt,13,0%
CSc1nc(N(C)C)nc(N(C#N)CCOC(C)=O)n1,-1%,6,-10,0.2%,-6%,-1%,6,-10%,-4,-16,0%
CCOc1ccc(S(=O)(=O)n2nc(C)cc2C)cc1,-1%[11.5 µM],2,6,0.0%,5%,-1%,-2,0%,8,3,-1%
CCN(CC)c1nc(N2CCN(C)CC2)nc2ccccc12,-3%,2,5,-0.8%,4%,1%,-4,-7%,-1,2,1%
C(=C\c1ccncc1)/c1ccccc1,-1%,5,-3,0.0%,-7%,1%,3,11%&-7%,6,3,0%
CCOCc1nnc(NC(=O)COC)s1,-15%,-2,1,-1.8%,8%,1%,-1,-6%,10,1,1%
CCCc1nc([N+](=O)[O-])c(S(=O)(=O)c2ccccc2)n1CC(C)C,4%,9,40[activator],2.9%,-5%,nt,1,13%,16,i,1%
CC1CN(c2cc(-c3ccccc3)c3ccccc3n2)CC(C)O1 (stereo not given),1%,?,9,0.1%,1%,3%,1,-1%,-29,0,6%
CC(=O)C1=C(C)N(Cc2ccccc2)C(=O)N[C@H]1CCc1ccccc1,-4%,-2,11,0.1%,0%&-5%,nt,3&5,11%,-7,6,-2%
CN(C)/C=C1\C(=O)Nc2ccccc21,3%,-1,-24,0.0%,0%,0%,0,-3%,nt,-34,2%
COc1ccc(OCCOCC(O)CN2CCOCC2)cc1 (stereo not given),0%,-2,-3,-0.2%,-24%,-5%,0,1%,-10,-15,-1%
COc1ccccc1NS(=O)(=O)/C=C/c1ccccc1,-4%,3,-9,-0.8%,-5%,0%,1,-17%,-2,1,1%
COC(=O)CCSc1cc([N+](=O)[O-])cc2c1c(C1OCCO1)nn2-c1ccccc1,-8%,0,-10,1.0%,3%,2%,0,15%,5,6,-6%
C[C@]12c3[nH]c4cc(-c5ccco5)ccc4c3CCN1C(=O)[C@@H](CC(=O)NCC13CC4CC(CC(C4)C1)C3)C[C@@H]2C(=O)N1CCCCC1,nt,nt,3,-0.3%,nt,nt,nt,nt,16,-7,0%
CC(C)(Oc1ccc(Cl)cc1)C(=O)NCc1n[nH]c(=O)c2ccccc12,nt,-5,10,0.1%,nt,nt,nt,nt,18,-1,-4%
CCN(CC)c1ccc(/C=N\NC(N)=O)cc1,5%,-1,5,-0.4%,-3%,-1%,0,1%,-2,-13,-2%
Cc1nc(C)c(C(=O)Nc2ccc(C)c(F)c2)o1,-13%,-9,25,0.0%,-2%,4%,1,-5%,16,25,-1%
O=C(O)CCN1C(=O)/C(=C/c2ccc(-c3nc4ccccc4s3)o2)SC1=S,-1%,8,-15,-0.1%,?,2%,-2,?,-21,-3,4%
Cc1cccc(NC(=O)c2ccc(NCC3CCCO3)c([N+](=O)[O-])c2)c1 (stereo not given),3%,24,2,-0.1%,8%,nt,0,23%,9,-14,3%
CCN1C(=O)/C(=C2/C=Cc3ccccc3N2C)OC1=S,6%,8,11,0.1%,0%,0%,2,2%,5,-3,2%
CCO/C(C)=C1\N=C(c2ccc(Cl)cc2)OC1=O,0%,-1,8,0.0%,28%,nt,0,1%,-4,1,7%
O=C(Nc1ccccc1C(=O)Nc1ccc2c(c1)OCO2)c1ccco1,-6%,16,7,-0.7%,?,-4%,nt,3%,-24,-3,-1%
COC(=O)c1sc2cc(=O)n(-c3cccc(C(F)(F)F)c3)nc2c1O,3%,4,-8,-0.2%,5%,0%,-2,-2%,2,2,1%
CSCCC(NC(=O)c1cccc(C)c1)C(=O)OCC(=O)Nc1c(C)nn(-c2ccccc2)c1C (stereo not given),nt,3,-15,0.1%,nt,nt,nt,nt,6,6,-4%
Cc1ccc(S(=O)(=O)c2ncccc2[N+](=O)[O-])cc1,nt,9,?,-0.1%,5%,1%,-1,-10%,0,-1,-11%
COc1ccc(CN(C)C2CCCCC2)cc1,-11%,1,10,-0.4%,-3%,-3%,1,-10%,-2,4,0%

4 compounds picked at random from those above:
Structure,PKM2 activator,TRPV1 agonist,Giardia killer,B2AR arrestin,Menin MLL FP TR,GALK inhibitor,FBPA coupling cs,CXXC DNA block,KCNH2 3.1 block,hERG WT inh,USP2a inh
C[C@]12c3[nH]c4cc(-c5ccco5)ccc4c3CCN1C(=O)[C@@H](CC(=O)NCC13CC4CC(CC(C4)C1)C3)C[C@@H]2C(=O)N1CCCCC1,nt,nt,3,-0.3%,nt,nt,nt,nt,16,-7,0%
CCN1C(=O)/C(=C2/C=Cc3ccccc3N2C)OC1=S,6%,8,11,0.1%,0%,0%,2,2%,5,-3,2%
CCO/C(C)=C1\N=C(c2ccc(Cl)cc2)OC1=O,0%,-1,8,0.0%,28%,nt,0,1%,-4,1,7%
CSCCC(NC(=O)c1cccc(C)c1)C(=O)OCC(=O)Nc1c(C)nn(-c2ccccc2)c1C (stereo not given),nt,3,-15,0.1%,nt,nt,nt,nt,6,6,-4%

Compound activity (PubChem)
